Screening results as filed in PubChem.
UDG counterscr: UDG inhibition counter-screen; AID 1347430; FRET deamination/UDG coupled assay, UDG read, 4 h; Potency, µM (top dose mostly 115 µM), without a hit: at the top dose activity change, negative = inhibition, hits mostly inhibitors; 0.14% of 91,000 active; also: nearly all actives have a fitted effect of over 65% in size
AID inhibitor: activation induced cytidine deaminase inhibition; AID 1347428; AID deamination FRET fluorescence, UDG-coupled, 4 h; Potency, µM (highest dose often 115 µM), without a hit: at the top dose activity change, negative = inhibition, usual class: inhibitors; Q9GZX7; 0.32% of 91,000 active; also: nearly all actives have a fitted effect of over 25% in size
Target sequence (Q9GZX7 whole entry, looked up): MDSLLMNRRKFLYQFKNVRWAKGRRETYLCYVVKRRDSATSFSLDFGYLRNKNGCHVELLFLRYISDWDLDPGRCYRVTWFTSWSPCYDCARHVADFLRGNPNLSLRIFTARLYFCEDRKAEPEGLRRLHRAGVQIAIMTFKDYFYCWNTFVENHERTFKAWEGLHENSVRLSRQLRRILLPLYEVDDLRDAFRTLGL
Active calls of the source: *; [ ] = dose if it differs, or a comment. Calls follow the shape of the dose curve; as a rule, active = well fitted curve in the direction sought with a large enough effect; inconclusive = small, poorly fitted or top-dose-only effect, or another doubt; inactive = no such curve, though single readings can be large; an effect the other way counts as inactive or inconclusive. % is scaled to controls: 0 for no effect and ±100 for the full control effect; potency is read from the fitted curve at half-maximal effect. Some of the compounds tested (hit frequency here may not be typical).

Start of the data: the first 5 records (preview)
Screening Cc1nn(CC(=O)NC2CC2)c(=O)c2cc3ccccc3n12 returned UDG counterscr 6% and AID inhibitor 3%.
For Cc1ccc(C(=O)Nc2c(C(=O)Nc3ccc(C)c(C)c3)sc3nc(C)cc(C)c23)cc1 the results were UDG counterscr 12% and AID inhibitor -14%.
For ClCCCNC1C2CC3CC(C2)CC1C3 (centres undefined) the results were UDG counterscr 5% and AID inhibitor 6%.
For Cc1cccc(N2CCN(C(=O)CNC(=O)NCc3ccc(F)cc3)CC2)c1 the results were UDG counterscr -2% and AID inhibitor -6%.
`Cc1ccc(CNC(=O)C2(CC(=O)NC(C)C)CCCC2)cc1` gave UDG counterscr -8% and AID inhibitor -3%.

Results, repeating the preview:
Screening Cc1nn(CC(=O)NC2CC2)c(=O)c2cc3ccccc3n12 returned UDG counterscr 6% and AID inhibitor 3%.
For Cc1ccc(C(=O)Nc2c(C(=O)Nc3ccc(C)c(C)c3)sc3nc(C)cc(C)c23)cc1 the results were UDG counterscr 12% and AID inhibitor -14%.
For ClCCCNC1C2CC3CC(C2)CC1C3 (centres undefined) the results were UDG counterscr 5% and AID inhibitor 6%.
For Cc1cccc(N2CCN(C(=O)CNC(=O)NCc3ccc(F)cc3)CC2)c1 the results were UDG counterscr -2% and AID inhibitor -6%.
`Cc1ccc(CNC(=O)C2(CC(=O)NC(C)C)CCCC2)cc1` gave UDG counterscr -8% and AID inhibitor -3%.
For Cc1cccc(NC(=O)c2c(NC(=O)c3ccco3)sc3c2CCC(C(C)(C)C)C3)c1 (centres undefined) the results were UDG counterscr -16% and AID inhibitor inconclusive.
Screening CCCN1C(=O)CN(C2CCCCCC2)C(=O)C1c1ccc(OCC)c(OC)c1 (centres undefined) returned UDG counterscr -12% and AID inhibitor 13%.
`COc1cc2ccccc2cc1C(=O)Nc1ccc2oc(-c3ccccc3)nc2c1` gave UDG counterscr 5%[57.5 µM] and AID inhibitor -9%[57.5 µM].
Screening Cc1ccc(-n2cnnn2)cc1S(N)(=O)=O returned UDG counterscr 12% and AID inhibitor -3%.
For Cc1nn2c(=O)cc(COC(=O)c3ccc(F)cc3)nc2s1 the results were UDG counterscr 2% and AID inhibitor 55%[activator].
Screening Cc1cccc(C(=O)n2nc(-c3cccnc3)nc2NCc2ccc(F)cc2)c1 returned UDG counterscr 6% and AID inhibitor 2%.
Screening Cc1ccccc1Cn1c(COc2ccc(Cl)cc2)nc2ccccc21 returned UDG counterscr -19% and AID inhibitor 3%.
O=C(CN1CCN(S(=O)(=O)Cc2ccccc2)CC1)Nc1ccc(F)c(F)c1 was read as UDG counterscr 0% and AID inhibitor -3%.
For CCN(CC)C(=O)c1sc2c(c1C)c(=O)n(-c1ccccc1)c(=O)n2Cc1cc(=O)n2ccccc2n1 the results were UDG counterscr -2% and AID inhibitor -5%.
Screening CCOc1ccc(NC(=O)Cn2c(=O)c(CNc3ccc(CC)cc3)cc3cc4c(cc32)OCO4)cc1 returned UDG counterscr 10% and AID inhibitor 35%[activator].
For Cc1ccc(COC(=O)c2[nH]c3c(c2C)C(=O)CC(c2ccc(Cl)cc2)C3)cc1 (centres undefined) the results were UDG counterscr 9% and AID inhibitor 1%.
Screening CCOC(=O)C1=C(CS(=O)(=O)c2ccc(C(C)(C)C)cc2)NC(=O)NC1c1cccc(OC)c1 (centres undefined) returned UDG counterscr -9% and AID inhibitor -25%.
`Fc1ccc(NCc2c(F)cccc2Cl)cc1Cl` gave UDG counterscr -1% and AID inhibitor -15%.
For CCOCCCn1c(=N)c(C(=O)NC2CCCC2)cc2c(=O)n3cc(C)ccc3nc21 the results were UDG counterscr 0% and AID inhibitor 11%.
Screening CC(=O)c1ccc(NC(=O)Cc2ccc3c(c2)CCC3)cc1 returned UDG counterscr -6% and AID inhibitor 0%.
COc1cccc(CNc2ncc(-c3ccc(Br)cc3)n2C)c1 was read as UDG counterscr -11% and AID inhibitor 12%.
`CCCC(=O)NCc1nc2cccnc2n1Cc1ccc(F)cc1` gave UDG counterscr 5% and AID inhibitor -7%.
Screening O=C(Nc1cccc2cccnc12)c1ccc(Cl)cc1 returned UDG counterscr -12% and AID inhibitor -7%.
`CCOc1ccc(CNC(=O)c2cccc(NC(=O)N3CCSc4ncccc43)c2)cc1` gave UDG counterscr -19% and AID inhibitor 3%.
`COc1ccccc1C1=NS(=O)(=O)N(C)C(C(=O)Nc2ccc(C(C)=O)cc2)=C1` gave UDG counterscr -1% and AID inhibitor 12%.
`CCOC(=O)C1CCCN(C(=O)c2cc(-c3ccc(OC)cc3)n[nH]2)C1` (centres undefined) gave UDG counterscr 6% and AID inhibitor -18%.
CCOc1cc(/C=C(\C#N)C(=O)C(C)(C)C)ccc1OCc1ccccc1Cl was read as UDG counterscr -3% and AID inhibitor -11%.
Cc1ccc(Cn2c(Sc3nccc(C)n3)nc3c2c(=O)[nH]c(=O)n3C)cc1 was read as UDG counterscr 1% and AID inhibitor -7%.
Screening N#C/C(=C/c1ccccc1Cl)c1nc2ccccc2c(=O)[nH]1 returned UDG counterscr 9% and AID inhibitor -11%.
For Cc1cc2nc(-c3cccc(NC(=O)c4cccc5ccccc45)c3)oc2cc1C the results were UDG counterscr -13% and AID inhibitor -21%.
Screening Cc1c(-c2cccc(F)c2)c(=O)oc2ccccc12 returned UDG counterscr 0% and AID inhibitor -11%.
COc1ccc(CCNC(=O)c2c(Nc3ccccc3C)sc(C(=O)c3ccccc3)c2N)cc1OC was read as UDG counterscr -11% and AID inhibitor 334%[activator].
`CCOC(=O)c1cc(-c2ccccc2)n(CCCC(=O)Nc2ccc(C)cc2Cl)c1C` gave UDG counterscr -11% and AID inhibitor 1%.
For CCN(CC)C(=O)CN1C(=O)COc2ccc(S(=O)(=O)N3CCOCC3)cc21 the results were UDG counterscr 6% and AID inhibitor 0%.
`CC(C)C(=O)Nc1ccc2c(C(C(=O)O)N3CCN(C=O)CC3)c[nH]c2c1` (centres undefined) gave UDG counterscr 0% and AID inhibitor -3%.
Screening Fc1ccccc1Nc1ncnc2c1oc1ccccc12 returned UDG counterscr 2% and AID inhibitor -7%.
For COc1ccc(CNc2oc(-c3ccccc3)nc2C#N)cc1OC the results were UDG counterscr -26% and AID inhibitor -22%.
Screening Cc1cccc(N(C)c2nc3ccccc3c3nnc(C)n23)c1 returned UDG counterscr -29% and AID inhibitor -9%.
O=C(O)COc1ccc(/C=C2/NC(=O)NC2=O)cc1Cl was read as UDG counterscr -7% and AID inhibitor 5%.
For CC(C)CCNC(=O)c1cc2cc(S(=O)(=O)N3CCCCC3)ccc2n1C the results were UDG counterscr -1% and AID inhibitor -1%.
CC(C)(C)NC(=O)CC(NC(=O)c1ccccc1Cl)c1ccccc1 (centres undefined) was read as UDG counterscr -8% and AID inhibitor 5%.
For COC(=O)c1ccc(CNC(=O)c2cccc(OC)c2)cc1 the results were UDG counterscr -6% and AID inhibitor -6%.
`N#C/C(=C\c1ccc(-c2ccc(Br)cc2)o1)c1ccccc1` gave UDG counterscr -6% and AID inhibitor -13%.
O=C(O)CCCNS(=O)(=O)c1ccc(C(=O)O)cc1 was read as UDG counterscr -1% and AID inhibitor -1%.
CCC(=O)Nc1ccccc1-c1nc2ccccc2n(C(C)C(=O)Nc2cccc(Cl)c2C)c1=O (centres undefined) was read as UDG counterscr 27% and AID inhibitor 2%.
For CN(C)C(=O)SN(C(=O)c1ccccc1)c1ccccc1 the results were UDG counterscr -2% and AID inhibitor -4%.
For COc1cc(NC(=O)C(=O)NCCN(C)C)ccc1N1CCCCS1(=O)=O the results were UDG counterscr -3% and AID inhibitor 5%.
For O=C(CSCc1cc(=O)c2ccccc2[nH]1)Nc1cccc(C(F)(F)F)c1 the results were UDG counterscr 10% and AID inhibitor 1%.
For CCOc1ccc(/C=C(/C#N)c2nc3ccccc3[nH]2)cc1OC the results were UDG counterscr 0% and AID inhibitor 28%.
`Brc1ccc(-c2nc3ccccn3c2Nc2ccc3c(c2)OCCO3)o1` gave UDG counterscr -13% and AID inhibitor 70%[activator].
`COc1ccc(C)cc1Nc1c2c(nc3ccccc13)CCC2` gave UDG counterscr -7% and AID inhibitor -22%.
`Cc1ccccc1Nc1nn2c(=O)c3ccc(C(=O)N4CCCC(C)C4)cc3nc2s1` (centres undefined) gave UDG counterscr -4% and AID inhibitor -14%.
For O=C(Nc1ccccc1O)c1cc(S(=O)(=O)N2CCCC2)ccc1Cl the results were UDG counterscr -11% and AID inhibitor -2%.
`COc1ccc(Cn2c(CO)cnc2SCc2ccc(C)cc2)cc1` gave UDG counterscr 2% and AID inhibitor -17%.
Screening Cc1ccc(NC(=O)c2nn(CC(C)C)c(=O)c3ccccc23)cc1S(=O)(=O)N1CCOCC1 returned UDG counterscr -2% and AID inhibitor -1%.
For CC(C)CCOc1ccccc1Cn1c(=O)sc2ccccc21 the results were UDG counterscr 22% and AID inhibitor 9%.
Screening Cc1c(-c2ccccc2)nc2c(C)cc(Br)cc2c1C(=O)NC1CCCCC1 returned UDG counterscr 3% and AID inhibitor 2%.
`COc1ccccc1OCCn1c(-c2ccc(Cl)cc2)nc2ccccc2c1=O` gave UDG counterscr -1% and AID inhibitor 14%.
For C/C(=N\Nc1ccc([N+](=O)[O-])cc1)c1ccc(C)cc1C the results were UDG counterscr 1% and AID inhibitor -9%.
Screening CCc1ccccc1N(C)C(=O)C1CCCN(c2ncnc3onc(-c4ccc(F)cc4)c23)C1 (centres undefined) returned UDG counterscr -1% and AID inhibitor 9%.
Screening Cc1cc(C(=O)Nc2ccc(S(=O)(=O)N3CCCCCC3)cc2)no1 returned UDG counterscr -4% and AID inhibitor -3%.
O=C(N/N=C/c1cccc(Cl)c1)C1CC1 was read as UDG counterscr -8% and AID inhibitor 0%.
`COc1ccc(NS(=O)(=O)c2ccc3c(c2)CCN3C(=O)CCC(=O)O)cc1Cl` gave UDG counterscr -11% and AID inhibitor 5%.
Screening Cc1cccc2nc(-c3ccc(Cl)s3)c(Nc3ccc4c(c3)OCCO4)n12 returned UDG counterscr -6% and AID inhibitor -23%.
`COc1cccc(Cc2nc3ccccc3nc2SCC(=O)Nc2ccccc2F)c1` gave UDG counterscr -6% and AID inhibitor 8%.
Screening CCCOc1ccc(NC(=O)COc2ccc(C)c(C)c2)c2cccnc12 returned UDG counterscr -7% and AID inhibitor -1%.
Cc1ccc(NC2=C(CC(=O)O)C(c3ccc(F)cc3)N(c3ccc(C)cc3)C2=O)cc1 (centres undefined) was read as UDG counterscr 4% and AID inhibitor -10%.
COc1ccc(C2C(=O)N(C3CCC(C)CC3)CC(=O)N2C2CCCC2)cc1OC (centres undefined) was read as UDG counterscr 5%[57.5 µM] and AID inhibitor -1%.
Screening CCc1ccc(C(=O)c2cn(CC(=O)Nc3ccc(C)c(C)c3)c3ccccc3c2=O)cc1 returned UDG counterscr -6% and AID inhibitor -1%.
CCOCCc1nnc(NC(=O)C(=O)c2cc(C)n(-c3ccc(Cl)cc3)c2C)s1 was read as UDG counterscr -11% and AID inhibitor 1%.
`CCCCN(C)CCCNC(=O)Cn1ncc2c3ccccc3n(Cc3cccc(Cl)c3)c2c1=O` gave UDG counterscr -2% and AID inhibitor 1%.
`COc1ccccc1Oc1c(C)oc2cc(OC(=O)c3ccc4c(c3)OCO4)ccc2c1=O` gave UDG counterscr 13% and AID inhibitor 0%.
Screening COc1ccc(C(=O)c2c(N)c(-c3nc4ccccc4[nH]3)c3ccccn23)cc1 returned UDG counterscr -9% and AID inhibitor -6%.
Screening C=CCNC(=O)NC(C)(C)C(=O)O returned UDG counterscr -2% and AID inhibitor -4%.
`COc1ccc(CCNC(=O)CSc2ccc(-c3cccs3)nn2)cc1` gave UDG counterscr -6% and AID inhibitor -6%.
Screening Cc1cccc(OCC(=O)Nc2ccc(C(=O)OCc3cc(=O)n4nc(C5CC5)sc4n3)cc2)c1 returned UDG counterscr -10% and AID inhibitor 27%.
For CCCCNC(=O)c1cc(Sc2ccc(OCC)cc2)nc2ccccc12 the results were UDG counterscr -2%[57.5 µM] and AID inhibitor 16%.
For COc1ccc(C(=O)Nc2ccc3oc(-c4ccncc4)nc3c2)cc1 the results were UDG counterscr inconclusive and AID inhibitor -11%.
Screening CCc1ccc2occ(CC(=O)Nc3sc4c(c3C(=O)NCCOC)CCCC4)c2c1 returned UDG counterscr 3% and AID inhibitor 3%.
For COc1ccc(-c2cn3nc(N4CCCC(C(=O)NCCC(C)C)C4)sc3n2)cc1 (centres undefined) the results were UDG counterscr -2% and AID inhibitor -5%.
COc1ccc2c(C)cc(SCC(=O)NCc3ccc(F)cc3)nc2c1 was read as UDG counterscr 2% and AID inhibitor -9%.
O=C(CSc1nnc2ccccn12)c1cccc(Cl)c1 was read as UDG counterscr -17% and AID inhibitor -12%.
For CNC(=O)Cn1c(C)c(Br)c2ccccc21 the results were UDG counterscr -9% and AID inhibitor 0%.
For COc1ccc(CNC(=O)CSc2nc3ccc(NC(=O)c4ccccc4F)cc3s2)cc1 the results were UDG counterscr 2% and AID inhibitor 4%.

An excerpt from above in order of heavy-atom count, lowest first.
O=C(CSc1nnc2ccccn12)c1cccc(Cl)c1 was read as UDG counterscr -17% and AID inhibitor -12%.
Screening CCc1ccc2occ(CC(=O)Nc3sc4c(c3C(=O)NCCOC)CCCC4)c2c1 returned UDG counterscr 3% and AID inhibitor 3%.
Screening Cc1cccc(OCC(=O)Nc2ccc(C(=O)OCc3cc(=O)n4nc(C5CC5)sc4n3)cc2)c1 returned UDG counterscr -10% and AID inhibitor 27%.

Next results:
Screening CCOC(=O)c1cc(S(=O)(=O)Nc2cc(F)ccc2C)[nH]n1 returned UDG counterscr -9% and AID inhibitor 7%.
C=CCNC(=O)NC(=O)CN1CCC(Cc2ccccc2)CC1 was read as UDG counterscr 8% and AID inhibitor 4%.
For COc1ccc(NC(=O)N(Cc2ccco2)C2CCN(C(C)=O)CC2)c(OC)c1 the results were UDG counterscr -6% and AID inhibitor 13%.
C(=C\c1ccccc1)/CNCC1CCNCC1 was read as UDG counterscr 0% and AID inhibitor 5%.
